# DRD3 agonist: activates the human D3 dopamine receptor. P35462. D3R DiscoveRx beta-arrestin cells, luminescence, 90 min. max activation, %. actives 0.58% (n = 410,000); in the data active = max activation above about 30%; also: 0% is about no effect; mostly tested at two doses, the higher about 12 µM
# Target sequence (P35462 whole entry, looked up): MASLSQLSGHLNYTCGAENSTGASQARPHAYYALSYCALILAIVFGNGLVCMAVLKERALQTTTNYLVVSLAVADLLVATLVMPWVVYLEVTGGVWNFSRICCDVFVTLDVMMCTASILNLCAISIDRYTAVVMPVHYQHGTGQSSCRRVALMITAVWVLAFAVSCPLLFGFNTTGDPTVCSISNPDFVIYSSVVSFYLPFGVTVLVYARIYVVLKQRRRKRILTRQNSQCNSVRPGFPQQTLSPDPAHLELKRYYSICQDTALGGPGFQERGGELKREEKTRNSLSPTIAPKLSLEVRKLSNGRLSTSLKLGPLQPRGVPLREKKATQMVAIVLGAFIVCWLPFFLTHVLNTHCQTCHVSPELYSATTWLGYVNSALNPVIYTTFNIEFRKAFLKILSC
#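 Agonist-mode cell screen: cells plated at 1500/well and incubated overnight at 37 °C, then exposed to library compounds for 90 min at 37 °C. Detection reagent was added for 30–60 min at room temperature, and luminescence was read.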
# PTHR1 agonist: activates the human parathyroid hormone receptor PTHR1 | Potency, µM (highest dose often 115 µM), for the others: at the highest dose activation, hits mostly activators | HEK293 GP2 PTHR1 cells, GloSensor cAMP luminescence, 1 h | Q03431 | actives 0.075% (n = 410,000); active = well fitted activation curve with a large enough effect; inconclusive = small, poorly fitted or top-dose-only effect, or another doubt; inactive = no such curve, though single readings can be large or run the other way; also: potency is read from the fitted curve at half-maximal effect; nearly all actives have a fitted effect of over 55% in size; some results filed as inactive show a strong effect at the top dose; inactives centre near -15; many of its hits are not listed in these tables
# Target sequence (Q03431 whole entry, looked up): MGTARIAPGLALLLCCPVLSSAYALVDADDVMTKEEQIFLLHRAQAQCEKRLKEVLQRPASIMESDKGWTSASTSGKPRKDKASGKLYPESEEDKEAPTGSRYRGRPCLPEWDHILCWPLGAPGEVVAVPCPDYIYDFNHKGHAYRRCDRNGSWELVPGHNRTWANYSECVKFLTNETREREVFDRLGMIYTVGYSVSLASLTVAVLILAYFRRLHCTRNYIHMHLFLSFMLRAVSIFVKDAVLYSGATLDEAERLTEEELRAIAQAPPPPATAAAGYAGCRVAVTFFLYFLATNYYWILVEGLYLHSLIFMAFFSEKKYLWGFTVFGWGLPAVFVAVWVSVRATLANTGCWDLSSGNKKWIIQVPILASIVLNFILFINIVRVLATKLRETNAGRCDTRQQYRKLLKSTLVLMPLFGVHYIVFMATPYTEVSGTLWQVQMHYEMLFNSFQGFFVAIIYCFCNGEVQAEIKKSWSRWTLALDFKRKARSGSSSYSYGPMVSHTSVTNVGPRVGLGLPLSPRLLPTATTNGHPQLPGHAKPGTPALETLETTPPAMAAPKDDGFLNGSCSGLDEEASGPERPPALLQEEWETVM
#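 HEK-293-derived GP2 cells expressing PTHR1 and a GloSensor cAMP reporter, 3,000/well, plated overnight, given luciferin plus IBMX (each 0.5 mM as added) for 1 h at 37 °C, then compound for 1 h at 37 °C. Luminescence was read after 15 min at room temperature.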
# Starred values were filed as active, the others as inactive; i = inactive; ? = inconclusive; [ ] = dose if it differs, or a comment. Not all compounds are listed; rates above refer to the full screens.
SMILES | DRD3 agonist | PTHR1 agonist
COc1ccc(C2c3c(-c4ccc(F)cc4)n[nH]c3C(=O)N2c2ccccc2)cc1OC (stereo unspecified) | 3.7 | i
O=C(Cn1ccc2cc(S(=O)(=O)N3CCCCC3)ccc21)NCc1ccccc1Cl | -21.9 | -17.1%
CCc1ccc(Sc2cc(C(=O)NCc3ccccc3OC)c3ccccc3n2)cc1 | 4.7 | i
CCCCc1ccc(-n2nc3cc(C)c(NC(=O)Cc4ccccc4)cc3n2)cc1 | -16.0 | 18.3%
O=C(NCCc1ccccc1Cl)c1ccc2c(=O)n(-c3ccccc3)c(=O)[nH]c2c1 | 9.9 | -43.7%[inhibitor]
COc1cccc(CNC(=O)c2ccc3c(c2)N(Cc2ccc(F)cc2Cl)C(=O)c2ccccc2S3)c1 | -15.1 | i
O=C(COc1ccccc1)NCC(c1cccs1)S(=O)(=O)c1ccc(Cl)cc1 (stereo unspecified) | 2.3 | -32.7%[inhibitor]
CNC(=O)c1c(NC(=O)c2nc(SCc3ccc(C)cc3)ncc2Cl)sc2c1CCCC2 | 2.7 | -17.4%
COc1ccc(S(=O)(=O)N(CC(=O)NCCSc2ccccc2)c2ccc(Cl)cc2)cc1 | -8.2 | -0.6%
COC(=O)c1ccc(NC(=O)CC2C(=O)N(c3ccccc3)C(=O)N2C2CCCC2)cc1 (stereo unspecified) | 13.1 | i
CCOC(=O)c1c(C)sc(-c2c(-c3ccc4c(c3)OCCO4)[nH]c3c2c(=O)n(C)c(=O)n3C)c1O | 2.6 | -12.1%
O=C1CN(C(=O)c2ccc(S(=O)(=O)N3CCCCC3)cc2)C(c2ccc(F)cc2)c2cc(Br)ccc2N1 (stereo unspecified) | -12.9 | 23.4%
Oc1c(C(c2ccccc2F)N2CCN(Cc3ccccc3)CC2)sc2nc(-c3ccco3)nn12 (stereo unspecified) | -13.2 | -18.9%
Cc1ccc(Cn2ccnc2SCC(=O)Nc2nc3ccccc3s2)cc1 | -11.4 | i
O=C(OCc1ccccc1Cl)c1ccc(-c2nnn(Cc3ccccc3Cl)n2)cc1 | -5.1 | i
Cc1ccc(OCC(=O)NCC(=O)OCc2cc(=O)n3nc(C(C)C)sc3n2)cc1 | -10.1 | -15.8%
Cc1c(Cl)ccc2sc(N3CCN(C(=O)CCS(=O)(=O)c4ccc(F)cc4)CC3)nc12 | -4.9 | -6.5%
Cn1cc(S(=O)(=O)N2CCCC2)cc1C(=O)Nc1ccc(F)cc1F | 3.3 | -37.1%[inhibitor]
CCN(c1ccc(C)cc1C)S(=O)(=O)c1nnc(NC(=O)c2ccc(F)cc2)s1 | 9.3 | -40.3%[inhibitor]
CCOC(=O)c1ccccc1NC(=O)c1cc2ccc3cccnc3c2[nH]1 | -6.4 | ?
CCOc1ccccc1-c1noc(CCCC(=O)Nc2cccc(C(F)(F)F)c2)n1 | 4.6 | i
Fc1cccc(CSc2ccc(-c3cccs3)nn2)c1 | -0.3 | -20.4%
COc1ccc(OC)c(CCNC(=O)c2cc3cccc4c3n2CCS4)c1 | 7.5 | -2.5%
CCn1cc(C(=O)N2CCN(c3cccc(C)c3)C(C)C2)c(=O)c2cc(S(=O)(=O)N3CCOCC3)ccc21 (stereo unspecified) | -13.1 | ?
COc1ccc(S(=O)(=O)N(CC(=O)NCc2ccc(C)cc2)c2ccc(Cl)cc2)cc1 | 6.8 | i
COc1ccccc1OCC(=O)NCC(c1ccc(Cl)cc1)N1CCCCC1 (stereo unspecified) | -18.9 | -6.7%
Cc1ccccc1Nc1c(-c2cccc(N(C)C)c2)nc2ccc(Br)cn12 | -9.3 | i
CC(=O)N1CCCc2cc(S(=O)(=O)N3CCC(C(=O)NCc4ccc(F)cc4)CC3)ccc21 | 1.1 | -24.8%
Cc1nc(-c2ccc(S(=O)(=O)Nc3ccc(Cl)c(C(F)(F)F)c3)cc2)co1 | -5.2 | -29.4%
O=c1c2oc3ccccc3c2n(Cc2ccccc2F)c(=O)n1Cc1ccco1 | -4.1 | i

# Reprinted at random: six entries already listed, in no set order.
SMILES | DRD3 agonist | PTHR1 agonist
O=C(NCCc1ccccc1Cl)c1ccc2c(=O)n(-c3ccccc3)c(=O)[nH]c2c1 | 9.9 | -43.7%[inhibitor]
CCN(c1ccc(C)cc1C)S(=O)(=O)c1nnc(NC(=O)c2ccc(F)cc2)s1 | 9.3 | -40.3%[inhibitor]
CCn1cc(C(=O)N2CCN(c3cccc(C)c3)C(C)C2)c(=O)c2cc(S(=O)(=O)N3CCOCC3)ccc21 (stereo unspecified) | -13.1 | ?
Cc1ccccc1Nc1c(-c2cccc(N(C)C)c2)nc2ccc(Br)cn12 | -9.3 | i
Oc1c(C(c2ccccc2F)N2CCN(Cc3ccccc3)CC2)sc2nc(-c3ccco3)nn12 (stereo unspecified) | -13.2 | -18.9%
COc1ccc(S(=O)(=O)N(CC(=O)NCc2ccc(C)cc2)c2ccc(Cl)cc2)cc1 | 6.8 | i

# (further entries)
SMILES | DRD3 agonist | PTHR1 agonist
CC(=O)c1cccc(NC(=O)c2ccc3c(c2)N(Cc2ccc(C)cc2)CCS3)c1 | 6.2 | i
Cc1nc2ccccc2n1CCc1nc2c3ccccc3nc(SCc3ccc(F)cc3)n2n1 | 2.7 | -12.0%
CCCOC(=O)c1c(NC(=O)C2c3ccccc3Oc3ccccc32)sc2c1CCCC2 | -10.9 | i
O=C(Nc1ccc(OC(F)(F)F)cc1)C1CCCN(S(=O)(=O)c2cccc3nonc23)C1 (stereo unspecified) | 5.1 | -31.3%[inhibitor]
Cc1cc(C)c2oc(-c3cccc(NC(=O)c4cc5ccccc5o4)c3)nc2c1 | 10.3 | -4.8%
O=C(Cc1ccccc1)Nc1sc2c(c1C(=O)Nc1ccccc1)CCCCC2 | -12.7 | 71.7%
COC(=O)c1c(NC(=O)CS(=O)(=O)c2ccc(C)cc2)sc2c1CCCC2 | 0.9 | i
Cc1cc(NC(=O)c2cc(-c3ccc(F)cc3)on2)nn1Cc1ccc(Cl)cc1 | 6.3 | -45.9%
CCCCOc1ccc(C(=O)N2CC(=O)Nc3ccc(Br)cc3C2c2ccc(F)cc2)cc1 (stereo unspecified) | 0.1 | i
Cc1ccc([N+](=O)[O-])cc1S(=O)(=O)N1CCn2cccc2C1c1ccccc1F (stereo unspecified) | -5.0 | -4.6%
CCc1ccc(NCc2cc3ccc(OC)cc3n(CC(=O)Nc3ccc(C(C)C)cc3)c2=O)cc1 | -15.1 | -21.0%
COc1ccc(CCNC(=O)c2cnn(-c3ccc(F)cc3)c2C2CCN(C(=O)OC(C)(C)C)CC2)cc1OC | 6.4 | -0.7%
COc1ccc(-c2nc(SCC(=O)Nc3ccccc3)c(-c3ccc(F)cc3)[nH]2)cc1OC | -23.1 | -56.6%[inhibitor]
O=C(c1ccc(Cl)cc1)c1cn(Cc2ccccc2)c2cc3c(cc2c1=O)OCCO3 | -8.1 | i
Cc1ccc(-n2c(=O)c3oc4ccccc4c3n(CC(=O)Nc3ccccc3)c2=O)cc1C | -16.0 | -23.1%
CC(C)CCNC(=O)CSc1nc2ccccc2nc1Cc1ccccc1 | 3.5 | -1.9%
O=C(Nc1ccccc1[N+](=O)[O-])c1csnn1 | 3.8 | 12.2%
Clc1ccc(Nc2c(-c3ccccc3Cl)nc3ccc(Cl)cn23)cc1 | 1.5 | i
COc1cccc(CNS(=O)(=O)c2ccc3[nH]c4c(c3c2)CCCCC4)c1 | -11.1 | -24.9%
CCOC(=O)c1cc(-c2ccccc2)n(CCCC(=O)Nc2cccc(C)c2C)c1C | -13.8 | i
CCc1nn(CC(=O)NC(C)CC)c(=O)c2cc3occc3n12 (stereo unspecified) | -7.2 | i
CC1CCN(c2nc3ccc(C(=O)NCCc4ccc(S(N)(=O)=O)cc4)cc3s2)CC1 | 5.3 | -30.5%[inhibitor]
COc1ccc(NC(=O)C(CC(C)C)NS(=O)(=O)c2ccc3c(c2)oc(=O)n3C)cc1Cl (stereo unspecified) | -14.5 | -10.7%
CCc1cccc(NC(=O)CSc2ncc3c(n2)-c2ccc(Cl)cc2N(Cc2ccccc2)S3(=O)=O)c1 | -12.0 | i
Cc1ccccc1C(=O)Nc1nc(-c2ccc(Br)cc2)ns1 | -19.7 | -11.2%
Cc1ccccc1Cn1c2ccccc2c2cnn(CC(=O)N3CCC(C)CC3)c(=O)c21 | -10.7 | i
Cc1cc(C)c(NC(=O)CSc2cn(CC(=O)N3CCOCC3)c3ccccc23)c(C)c1 | 1.0 | 12.3%
O=C(Nc1ccc(Br)cc1F)c1ccc2nc(CCc3ccccc3)oc2c1 | -19.0 | -13.6%
Cc1cccc(CCNC(=O)c2cc3ccccn3n2)c1 | -11.7 | -48.0%[inhibitor]
COCc1cc(C)nc2sc3c(c12)NC(c1ccc(O)cc1)N(c1ccc(OC)cc1)C3=O (stereo unspecified) | 1.6 | -32.2%

# Not a retest: 2 of the compounds above.
SMILES | DRD3 agonist | PTHR1 agonist
CC(=O)c1cccc(NC(=O)c2ccc3c(c2)N(Cc2ccc(C)cc2)CCS3)c1 | 6.2 | i
Cc1nc2ccccc2n1CCc1nc2c3ccccc3nc(SCc3ccc(F)cc3)n2n1 | 2.7 | -12.0%

# Whole records from above. Screens in order: DRD3 agonist | PTHR1 agonist
# Cc1c(Cl)ccc2sc(N3CCN(C(=O)CCS(=O)(=O)c4ccc(F)cc4)CC3)nc12 across the screens: -4.9 | -6.5%
# COc1ccc(S(=O)(=O)N(CC(=O)NCc2ccc(C)cc2)c2ccc(Cl)cc2)cc1 across the screens: 6.8 | i

# More entries
SMILES | DRD3 agonist | PTHR1 agonist
CCOC(=O)c1cc(-c2ccc(F)cc2)n(CC(=O)NC2CCCCC2)c1C | 6.2 | i
Cc1ccc(C)c(CNC(=O)C2CCN(c3nc4ccccc4nc3C(F)(F)F)CC2)c1 | -4.4 | i
COc1ccc(-n2nc(C(=O)N3CCCCC3C)c3c4ccccc4n(C)c3c2=O)cc1Cl (stereo unspecified) | -12.3 | -24.0%
CCc1ccccc1Nc1nn2c(=O)c3ccc(C(=O)NCCc4ccccc4)cc3nc2s1 | 1.8 | -3.6%
Cc1ccn2c(Nc3ccc(C(C)C)cc3)c(-c3ccsc3)nc2c1 | 5.5 | i
CCc1ccc(-n2nc3cc(C)c(NC(=O)c4ccccc4C)cc3n2)cc1 | -10.4 | -8.2%
Cc1ccc(-c2nnc(C3CCN(S(=O)(=O)c4ccc(C)c(C)c4)CC3)o2)cc1 | -0.2 | i
CCCNC(=O)C1CCN(Cc2cc3ccccc3n2Cc2ccccc2)CC1 | -13.5 | i
CCOC(=O)CNC(=O)c1cc2c(=O)oc3ccccc3c2s1 | -17.1 | 23.4%
CCN(C(=O)CSc1nc2ccccc2[nH]1)c1ccccc1 | 2.0 | -26.6%
COc1cc(/C=C(\C#N)c2nc3ccccc3[nH]2)cc(Cl)c1OCc1ccccc1Cl | 6.7 | -18.9%
COc1ccc(C2C(C(=O)Nc3ccccc3)=C(C)Nc3c(C(=O)Nc4ccccc4)cnn32)cc1 (stereo unspecified) | -20.8 | -12.3%
COc1ccccc1N(CC(=O)Nc1ccccc1C(F)(F)F)S(=O)(=O)c1ccc(C)cc1 | 3.9 | -15.1%
CCc1cccc(C)c1NC(=O)Cn1nnc(-c2nc(-c3ccccc3F)no2)c1N | 1.0 | i
COc1ccc(Cl)cc1S(=O)(=O)Nc1ccc2[nH]c(=O)[nH]c2c1 | -2.4 | 9.7%
CCC(Sc1nnc(C)n2c1cc1sccc12)C(=O)Nc1ccccc1F (stereo unspecified) | -14.2 | -26.9%
CCc1ccc(-c2cc(C)no2)cc1S(=O)(=O)Nc1cc(OC)c(OC)c(OC)c1 | 7.8 | -34.7%[inhibitor]
Cc1ccccc1C(=O)Nc1nnc(SCc2cc(=O)c3c(C)ccc(C)c3[nH]2)s1 | -10.4 | -77.3%[inhibitor]
CCOC(=O)c1cc(-c2ccc(OC)cc2)n(CCC(=O)Nc2cccc(C)c2C)c1C | 6.1 | i
Cc1cc(C)c(/C=C/c2onc(C)c2S(=O)(=O)N2CCC(C(=O)Nc3ccc(Cl)c(C(F)(F)F)c3)CC2)c(C)c1 | 5.7 | i
CCOc1ccc(CNC(=O)CCS(=O)(=O)c2cc3c4c(c2)CCN4C(=O)CC3)cc1OC | -10.7 | i
COc1cc(OC)cc(C(=O)Nc2cc(-c3nc4ccccc4[nH]3)ccc2C)c1 | 2.4 | -37.0%[inhibitor]
COc1ccc2oc(-c3ccc(C)c(NC(=O)c4sc5ccccc5c4Cl)c3)nc2c1 | -6.8 | i
CCc1ccc(NC(=O)CSc2nnc3[nH]c(=O)cc(-c4ccccc4)n23)cc1 | -11.4 | -0.4%
COC(=O)c1cccc(Nc2nn3c(=O)c4cc5c(cc4nc3s2)OCO5)c1 | 3.0 | i
CCCCC(=O)Nc1ccc(C(=O)OCc2cc(=O)n3ccsc3n2)cc1 | -4.9 | i
COc1cc(NC(=O)CN2CCN(c3ccc(F)cc3)CC2)cc(OC)c1 | 1.6 | 23.9%
CCOc1ccccc1NC(=O)c1sc2nc(C)cc(C)c2c1N | -4.5 | i
CSc1ccc(CCNC(=O)C(C)n2nc(C)c3sc4ccccc4c3c2=O)cc1 (stereo unspecified) | -7.0 | i
CC(=O)N1CCc2c(sc3c2c(=O)n(-c2ccccc2C)c(=O)n3CC(=O)c2ccccc2)C1 | -4.5 | i
COC(=O)c1ccccc1NC(=O)Cn1cc(S(=O)(=O)Cc2ccccc2F)c2ccccc21 | 3.9 | i
O=C(NCc1ccc(F)cc1)C1CCCCN1S(=O)(=O)c1ccc(F)cc1 (stereo unspecified) | -14.9 | i

# Screening results from PubChem BioAssay.
